Bioassay records as filed in PubChem BioAssay.
Coupling enz – counter-screen for Giardia aldolase inhibitors: coupling enzyme system | coupling enzyme system counterscreen, AmpLite Red fluorescence | activity change, negative = inhibition, % at 58.2 µM, hits read low | 290,000 compounds, 0.67% hits | AID 2472; in the data active means activity change below about -30%; further: on the % scale 0 is the no-effect control and ±100 the full control effect
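Final compound at 57.5 uM, incubated 10 min at RT with coupling enzyme reagent (glyceraldehyde-3-phosphate), then 20 min with substrate and AmpLite Red detection. Fluorescence read at 525/598 nm; tests interference with the coupling assay, not aldolase inhibition.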
Chronic BCR inh – blocks chronic active B-cell receptor signaling; ABC-DLBCL IkBa-CBG/CBR reporter, luminescence ratio, 4 h; Potency, µM (titrated, usually from 46.1 µM), inactives show top-dose ratio change, negative = lower green/red ratio, hits mostly inhibitors; 340,000 compounds, 0.05% hits; active means well fitted inhibition curve with a large enough effect in the signal ratio, with a control signal flat, not every such curve was filed as active; inconclusive means small, poorly fitted or top-dose-only effect, or effect the other way, or a change in a side signal; the % refers to the signal ratio;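 further: potency means the concentration at half of the fitted maximal effect; plate controls were basal doxycycline-induced cells for no effect and cells given 10 µM MG132 for full effect; MG132 reads +100%, hits lower the ratio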
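Cell line TMD8 (human ABC DLBCL), stably expressing tet-inducible CBG68-IkBa fusion and CBR; IMDM/0.5% FBS; cpd up to 46 uM; dox induction, 4 h, 37C/5% CO2; dual luminescence; green/red ratio; MG132 control.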
B2AR arrestin – beta2AR (human) beta-arrestin recruitment activity | P07550 | beta-arrestin recruitment to beta2AR, cell-based reporter | Potency, µM (doses to about 46.1 µM), for the others: top-dose activation, usual class: activators | 330,000 compounds, 0.02% hits | AID 492947;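 further: potency means the concentration at half of the fitted maximal effect; 0% = DMSO controls and full agonism = EC100 isoproterenol or metaproterenol; nearly all actives have a fitted effect of over 65% in size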
Integrin act MD – activators of alpha7 integrin expression for muscular dystrophy | alpha7betagal myoblasts, beta-gal FDG fluorescence, 48 h | Potency, µM (top dose mostly 38.3 µM), inactives show at the highest dose activation, hits mostly activators | 350,000 compounds, 0.064% hits | AID 624291;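 further: potency means the concentration at half of the fitted maximal effect; 100% = response of the positive control SU9516; nearly all actives have a fitted effect of over 60% in size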
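Alpha7betagal+/- myoblasts (passage 13) were plated 16-24 hr, then exposed to compounds (1:260 dilution of DMSO stock) for 48 hours at 37C. After MPER lysis, β-galactosidase reporter activity was read as FDG fluorescence (ex 480/em 540) after 30 minutes.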
Tb PFK inh – inhibitors of T. brucei phosphofructokinase. O15648. T. brucei PFK, ADP-Glo luminescence. Potency, µM (series often up to 57.5 µM), for inactives: top-dose activity, negative = inhibition, most hits filed as inhibitors. 330,000 compounds, 0.17% hits. AID 485367;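 further: potency means the concentration at half of the fitted maximal effect; 0% = uninhibited 1x PFK enzyme wells and -100% = no-enzyme wells; nearly all actives have a fitted effect of over 60% in size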
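Compounds were pin-transferred as a titration series up to 57 uM into substrate buffer (0.5 mM F6P, 0.1 mM ATP, pH 8.0), then 1.25 nM PFK was added and reactions ran 45 min before ADP-Glo detection.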
GALK inh – galactokinase (human) inhibition. Potency, µM (top dose mostly 57.5 µM), inactives show at the top dose activity change, negative = inhibition, hits mostly inhibitors. 270,000 compounds, 0.007% hits. Purified GALK, Kinase-Glo residual ATP luminescence; further: potency means the concentration at half of the fitted maximal effect; on the % scale 0 is the no-effect control and ±100 the full control effect
Target sequence (P51570 whole entry, looked up): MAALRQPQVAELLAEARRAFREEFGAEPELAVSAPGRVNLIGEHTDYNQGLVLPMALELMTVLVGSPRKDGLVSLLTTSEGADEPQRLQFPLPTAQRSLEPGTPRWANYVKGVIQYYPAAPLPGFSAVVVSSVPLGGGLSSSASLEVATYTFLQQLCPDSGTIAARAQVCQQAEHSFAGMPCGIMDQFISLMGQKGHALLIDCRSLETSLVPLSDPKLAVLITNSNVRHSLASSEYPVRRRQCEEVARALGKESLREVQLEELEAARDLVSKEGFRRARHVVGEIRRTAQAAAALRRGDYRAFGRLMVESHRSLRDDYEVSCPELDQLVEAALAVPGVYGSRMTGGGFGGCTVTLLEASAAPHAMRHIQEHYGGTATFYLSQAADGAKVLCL
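ATP-depletion format; final 35 uM ATP, 100 uM D-galactose, 5 nM enzyme; pH 8.0 HEPES/Mg2+ buffer; 60 min RT; luminescence read 10 min after detection reagent.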
TSG101-PTAP inh – blocks PTAP/TSG101 interaction to inhibit HIV-1 budding | Q99816 | Fluorescence polarization, FITC-PTAP peptide / Tsg101 binding | Potency, µM (series often up to 115 µM), inactives show top-dose activity change, negative = inhibition, usual class: inhibitors | 340,000 tested, under 10 active | AID 493005; active means well fitted inhibition curve with a large enough effect in the main read-out, with a control signal flat, not every such curve was filed as active; inconclusive means small, poorly fitted or top-dose-only effect, or effect the other way, or a change in a side signal; inactive means no such curve, though single readings can be large or run the other way; further: potency means the concentration at half of the fitted maximal effect; % of control where 0% means no effect
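Fluorescence anisotropy tracks displacement of a FITC-tagged PTAP peptide (50 nM) from the Tsg101 binding domain (10 uM), following a 20 min room-temperature incubation at pH 7.5.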
ASM inhibitor – human S-ASM enzyme inhibition. placental ASM, HMU-PC fluorogenic substrate, 60 min. Potency, µM (top dose mostly 57.5 µM), inactives show at the top dose activity change, negative = inhibition, most hits filed as inhibitors. 340,000 compounds, 0.006% hits; further: potency means the concentration at half of the fitted maximal effect
Target sequence (P17405 47-631 limits assumed): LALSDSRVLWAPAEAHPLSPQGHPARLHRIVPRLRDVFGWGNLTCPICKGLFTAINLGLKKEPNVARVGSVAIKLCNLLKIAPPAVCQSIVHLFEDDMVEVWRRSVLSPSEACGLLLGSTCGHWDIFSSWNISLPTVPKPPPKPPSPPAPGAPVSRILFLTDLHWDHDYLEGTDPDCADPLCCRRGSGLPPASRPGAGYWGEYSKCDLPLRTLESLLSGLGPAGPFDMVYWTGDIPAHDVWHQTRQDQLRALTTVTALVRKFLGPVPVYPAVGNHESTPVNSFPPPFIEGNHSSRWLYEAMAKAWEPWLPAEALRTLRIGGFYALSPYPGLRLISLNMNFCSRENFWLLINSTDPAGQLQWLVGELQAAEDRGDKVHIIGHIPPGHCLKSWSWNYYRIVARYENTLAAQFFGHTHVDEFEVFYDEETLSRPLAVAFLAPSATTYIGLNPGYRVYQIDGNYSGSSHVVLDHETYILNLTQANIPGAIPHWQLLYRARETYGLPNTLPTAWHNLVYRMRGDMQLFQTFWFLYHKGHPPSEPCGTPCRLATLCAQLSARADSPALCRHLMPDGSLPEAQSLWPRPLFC
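Fluorogenic HMU-PC substrate (9 uM final) is turned over by placental ASM in 60 min at 37 C after a 10 min compound preincubation. Reaction ended by alkaline stop (pH 10), with fluorescence read at 386/447 nm.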
PKM2 activator – activators of human pyruvate kinase M2. purified PKM2, Kinase-Glo ATP luminescence, activation; response scale: 0% is enzyme alone, no compound. Potency, µM (doses to about 57.5 µM), for the others: at the highest dose activation, most hits filed as activators. 260,000 compounds, 0.34% hits. AID 1631; further: potency means the concentration at half of the fitted maximal effect; on the % scale 0 is the no-effect control and ±100 the full control effect; nearly all actives have a fitted effect of over 55% in size
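ATP formation by purified human PK-M2, quantified via coupled luciferase luminescence after 1 h at room temperature with 0.1 mM ADP and 0.5 mM PEP final.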
Giardia kill – Giardia lamblia killing; 340,000 compounds, 0.15% hits; Giardia lamblia trophozoite viability; activity change, % at 7.66 µM, hits read low; in the data active means activity change below about -80%; inconclusive means between about -30% and that limit;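 further: parasites exposed to compound for two days anaerobically before the ATP read; on the % scale 0 is the no-effect control and ±100 the full control effect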
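ATP-content bioluminescence gauges trophozoite survival. Cells (100/well) receive compound and incubate anaerobically for 48 hrs at 37 deg C; detection reagent follows for 15-30 min at room temperature.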
Menin MLL FP TR – displaces Texas Red mutant MLL peptide from human menin; Menin + Texas Red MLL mutant peptide, fluorescence polarization; Potency, µM (titrated, usually from 61.6 µM), for the others: top-dose FP activity change, negative = inhibition, hits mostly inhibitors; AID 1768; 270,000 compounds, 0.23% hits; O00255; active means well fitted inhibition curve with a large enough effect in the polarisation, with a control signal flat, not every such curve was filed as active; inconclusive means small, poorly fitted or top-dose-only effect, or effect the other way, or a change in a side signal; inactive means no such curve, though single readings can be large or run the other way; the % refers to the polarisation; further: potency means the concentration at half of the fitted maximal effect; % of control where 0% means no effect; many of its hits are not listed in these tables
Starred values were filed as active, the others as inactive; ? = inconclusive; / = no result given; [ ] = another dose, or the depositor's remark. Unless noted, the call rests on the fitted dose curve; in most records, active means well fitted curve in the direction sought with a large enough effect; inconclusive means small, poorly fitted or top-dose-only effect, or another doubt; inactive means no such curve, though single readings can be large; an effect the other way counts as inactive or inconclusive.

SMILES	Coupling enz	Chronic BCR inh	B2AR arrestin	Integrin act MD	Tb PFK inh	GALK inh	TSG101-PTAP inh	ASM inhibitor	PKM2 activator	Giardia kill	Menin MLL FP TR
O=C(COc1ccc(S(=O)(=O)NC2CCCCC2)cc1)NCC1CCCO1 (stereo not drawn)	-1.0	-0.3%	0.0%	5.9%	0.9%	0.2%	-1.8%	2.5%	5.7%	-2.5	8.8%
Cc1ccc(C)c(S(=O)(=O)Nc2ccc3sc(C)nc3c2)c1	-7.5	-10.1%	-0.4%	-10.7%	10.7%	-4.2%	-2.2%	-6.9%	7.9%	-0.8	8.2%
COc1ccccc1CNC(=O)c1cccnc1	-0.5	-1.1%	0.3%	1.6%	-5.0%	-2.5%	1.1%	0.3%	-2.0%	-6.8	-1.9%
CNC(=O)c1cc(Cl)c(OC)c(OC)c1	-0.2	-0.9%	3.4%	-10.6%	-2.7%	-3.3%	-2.9%	2.8%	2.3%	7.2	-15.0%
CCCn1c(=O)c2c(ncn2C)n(CCC)c1=O	/	2.1%	-0.1%	/	-6.0%	/	-0.5%	-4.1%	/	-3.0	3.2%
Cc1cc2nc(Sc3c([N+](=O)[O-])nc(C)n3Cc3ccccc3)[nH]c2cc1C	0.8	?	-2.1%	-55.6%[inhibitor]	-11.1%	-2.9%	-1.3%	-0.3%	12.0%	3.2	3.0%
Cc1ccccc1-c1oc(C)c(C)[n+]1[O-]	2.1	-1.3%	1.1%	16.2%	-6.3%	-1.1%	-1.3%	5.9%	4.8%	-2.4	1.5%
CCCCNC(=O)COC(=O)c1ccc(F)cc1Cl	1.0	-1.2%	0.0%	6.0%	-10.8%	4.5%	-3.3%	-0.2%	2.1%	-5.9	5.1%
Cc1ccc(NC(=O)CSc2nnc(-c3ccoc3C)n2CCCN(C)C)cc1Cl	3.3	-8.2%	0.4%	-17.5%	-0.8%	13.9%	-6.4%	-1.6%	-2.9%	16.4	-5.2%
COc1ccc(N2C(=O)C(Cl)=C(N(CCO)Cc3ccccc3)C2=O)cc1	2.5	-8.5%	0.1%	-10.8%	2.5%	1.3%	-0.6%	-2.4%	11.5%	-5.1	31.1%[activator]
O=C(CC1OC(=O)c2ccccc21)Nc1ccc(Cl)c(S(=O)(=O)N2CCCCC2)c1 (stereo not drawn)	/	0.1%	0.5%	-3.4%	0.2%	/	0.2%	4.3%	/	13.2	/
C=CCn1c(SCC(=O)Nc2cccc(S(=O)(=O)N(C)c3ccccc3)c2)nnc1C1CC1	/	-2.4%	-0.2%	14.2%	10.7%	/	-0.7%	0.6%	/	17.0	/
Cc1ccc(S(=O)(=O)N2[C@@H](c3ccccc3)C(C(=O)O)=CC[C@H]2c2ccc(Cl)cc2)cc1	/	-2.5%	-0.9%	7.3%	0.0%	/	-11.2%	-7.7%	/	-20.9	/
Cc1c(Nc2ncnc3c2cnn3-c2ccccc2)c(=O)n(-c2ccccc2)n1C	-0.5	7.6%	0.2%	10.2%	-6.1%	-3.8%	-4.0%	4.6%	-8.9%	-4.5	0.0%
CCOc1nc(-c2ccc(OC)cc2)ccc1-c1noc(C)n1	-12.0	?	-0.1%	1.6%	-1.5%	-6.2%	-5.6%	5.8%	-3.0%	-5.2	18.9%
CCCn1c2ccccc2c2nnc(SC(CC)C(=O)Nc3cc(C)on3)nc21 (stereo not drawn)	1.7	4.9%	12.4%	-18.8%	-5.1%	-3.4%	-3.9%	-14.3%	-8.4%	5.5	0.6%
Cc1ccc(C)c(S(=O)(=O)N2CC(=O)Nc3ccccc32)c1	-20.6	0.4%	-0.4%	7.4%	15.6%	-0.8%	-6.1%	-0.8%	-0.3%	-14.9	4.8%
COc1ccc(NC(=O)CN2CCN(c3ccccc3C)CC2)cc1	-1.0	-16.0%	-0.1%	1.1%	-2.3%	-1.4%	-8.4%	0.9%	-1.2%	17.1	-0.1%
Cc1nn(Cc2ccc(Cl)cc2)c(C)c1NC(=O)CCCn1nc(C)c([N+](=O)[O-])c1C	4.5	3.2%	1.5%	-14.1%	?	0.5%	-1.2%	-4.6%	13.7%	-16.7	-5.0%
COc1ccc(CCNC(=O)COC(=O)c2ccc(OC)cc2OC)cc1	/	-14.0%	0.1%	24.5%	-0.7%	/	-2.9%	2.8%	/	-5.5	/
O=C(CN1CCN(c2ccccc2)CC1)Nc1c(C(=O)C2CC2)oc2ccccc12	2.7	?	2.5%	?	4.9%	-1.7%	-7.0%	-13.2%	14.7%	-6.8	24.4%
Cc1cc(C)c(S(=O)(=O)N2CCOC2CNC(=O)C(=O)NCCCn2ccnc2)c(C)c1 (stereo not drawn)	0.1	1.1%	-0.6%	-13.8%	-12.1%	-0.6%	-5.1%	0.4%	-2.9%	3.3	/
CCCOc1ccc(Cl)cc1/C=C1/C(=O)ON=C1C	-1.3	0.0%	-0.4%	-6.7%	-21.5%	2.3%	1.8%	5.0%	/	12.1	-4.5%
Cc1ccc(S(=O)(=O)CCC(=O)Nc2nc3c(s2)CCCC3)cc1	-0.1	5.5%	0.2%	-54.2%[inhibitor]	2.1%	1.2%	-0.6%	2.0%	-3.5%	-5.5	-27.1%
Cc1ccc(CNC(=O)c2nnn(CC(=O)Nc3cccc(C)c3C)c2N)cc1	1.1	-1.5%	0.1%	-16.5%	1.2%	8.2%	-3.1%	-0.5%	/	-13.8	5.8%
COc1ccc(NC(=O)c2cc(S(=O)(=O)N3CCCC3)cn2C)cc1Cl	0.9	10.5%	-0.6%	3.9%	2.6%	/	-1.9%	-3.3%	1.9%	2.2	-18.7%
CCN(CC)CC(C)(C)COC(=O)c1oc2ccccc2c1C	4.0	?	-1.0%	-31.1%	-2.0%	2.7%	-4.6%	0.6%	0.3%	-15.4	/
c1ccc(CCCCN2C(Nc3ccccc3)=NC[C@@H]2Cc2ccccc2)cc1	/	-5.4%	3.4%	-44.3%[inhibitor]	19.9%	/	-0.5%	-4.7%	/	-15.0	/
Cc1onc(-c2ccc(Cl)cc2)c1-c1ccnc(SCC(=O)Nc2ccc(C(C)C)cc2)n1	1.6	?	0.2%	27.2%	4.0%	-0.1%	-3.2%	-2.9%	-0.3%	-9.2	/
COC(=O)c1ccc(C2=NOC(C)(c3sc(-c4ccccc4)nc3C)C2)cc1 (stereo not drawn)	-1.1	?	-0.4%	-7.4%	4.8%	-1.8%	-0.7%	-3.8%	-2.2%	10.5	/
CC(C)CN1CCCC(N2CCN(c3cccc(Cl)c3)CC2)C1 (stereo not drawn)	3.6	-13.1%	0.2%	-11.5%	-7.8%	-0.6%	-1.8%	-1.7%	3.9%[11.5 µM]	10.7	1.4%
CC(C)C(=O)N(Nc1nc2ccccc2s1)C(=O)C(C)C	-0.4	-1.4%	-0.6%	30.8%	10.2%	0.1%	-3.3%	/	3.1%	-7.5	-16.1%
COc1cc(Cl)c(C)cc1NC(=O)CN1CCN(C(=O)C2CC2)CC1	/	0.0%	-0.2%	-16.8%	-3.5%	/	-2.0%	-0.8%	/	28.8	/
O=C(O)C1C2C=CC(O2)C1C(=O)Nc1ccc2c(c1)OCCO2 (stereo not drawn)	-13.0	?	-0.1%	/	5.8%	8.7%	/	/	-1.3%	/	4.5%
CC(=O)NC(Cc1cc(C)ccc1C)C(=O)N1CCN(C(=O)c2ccccc2Br)CC1 (stereo not drawn)	2.1	-1.1%	0.0%	-3.3%	-4.4%	3.3%	0.9%	0.8%	-5.5%	7.6	-19.7%
CC1Cc2ccccc2N1C(=O)CSc1nc2ccccc2o1 (stereo not drawn)	0.5	?	0.0%	-23.4%	-2.4%	-1.6%	0.0%	-3.2%	-0.4%	-10.5	2.4%
CCOC(=O)N1CCN(C(=O)c2cccn3c(=O)c4sccc4nc23)CC1	0.5	2.1%	-1.4%	3.6%	-17.9%	1.8%	-4.3%	209.9%[activator]	-0.6%	-3.6	-3.9%

This is a subset. The share of hits here may be higher or lower than overall.
